Eya2 phos inh: blocks the phosphatase activity of human Eya2 | O00167 | recombinant Eya2, OMFP fluorescence dephosphorylation (OMFP is methylfluorescein phosphate) | Potency, µM (highest dose often 76.9 µM), for the others: top-dose activity, negative = inhibition, hits mostly inhibitors | 0.006% of 330,000 active | AID 488837; note: potency is the fitted concentration of half-maximal effect; % is set by controls: 0 for no effect and ±100 for the full control effect
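Eya2 protein (added as 0.2 uM solution) was preincubated with compound for 10 min at ambient temperature in 50 mM HEPES pH 7.5, 50 mM NaCl, 5 uM MgCl2, 0.05% BSA, 1 mM DTT. OMFP (added at 50 uM) then reacted 10 min; fluorescence read at 485/525 nm.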
Mito fusion act: blocks mitochondrial division or promotes mitochondrial fusion | S. cerevisiae fusion-defective mutant growth rescue, CellTiterGlo 48 h | Potency, µM (titrated, usually from 46.1 µM), without a hit: at the highest dose growth rescue (activation), actives largely listed as activators | 0.23% of 320,000 active | AID 485298;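 note: potency is the fitted concentration of half-maximal effect; % of control where 0% means no effect; nearly all actives have a fitted effect of over 45% in size; temperature-sensitive fusion mutants such as fzo1-1 at 37 °C on non-fermentable ethanol glycerol medium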
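Read-out: ATP-based luminescence (CellTiterGlo, 10 min ambient) reporting growth of fusion-defective ts yeast after 48 hours at 37C on glycerol/ethanol YPEG medium in the presence of compound.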
KCNH2 3.1 inh: KCNH2 3.1 (human) potassium channel inhibition | U2OS KCNH2 3.1, thallium flux FluxOr; stronger effect = lower value | activity change, % (tested at about 1.8 µM) | 0.95% of 340,000 active;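 active = maximum activity change below -70%; inconclusive = maximum activity change from -70% to -50%; inactive = maximum activity change above -50%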;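 note: thallium influx rate constant from kinetic fluorescence after stimulation buffer; % is set by controls: 0 for no effect and ±100 for the full control effect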
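Thallium flux read-out: FluxOr dye with Red40 quencher in HBSS/HEPES, 45 min at RT. Rate constants from kinetic reads were normalized to positive and negative DMSO controls. Cells: U2OS virally expressing the 3.1 isoform.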
TSHR antag: human thyrotropin receptor antagonism; P16473; TSHR-expressing cells, TSH-stimulated cAMP HTRF, 2 h; stronger effect = lower value; activity change, negative = inhibition, % at 11.5 µM; 0.2% of 330,000 active; AID 504810;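 active = activity change below a set negative limit, meaning inhibition stronger than a set level, cut at about -70% in these data; inconclusive = activity change between two set negative limits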; note: % is set by controls: 0 for no effect and ±100 for the full control effect
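Cell-based HTRF cAMP assay; TSHR cells + compound, TSH EC80 (4nM final), 2 h, 37 deg C. Lysis with anti-cAMP cryptate and cAMP-d2, 30 min RT, read 665/620 nm.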
TCR act: activators of T cell receptors; primary human leukocytes, anti-CD3, IL-2 HTRF, 48 h; Potency, µM (series often up to 9.22 µM), without a hit: at the top dose activation of IL-2 secretion, most hits filed as activators; 330,000 tested, under 10 active; AID 504894; note: % of control where 0% means no effect
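Using a-CD3 beads without co-stimulation, primary human leukocytes were exposed to compounds for 48 hr. An HTRF IL-2 kit measured the cytokine, with europium-to-d2 energy transfer producing emission at 665nm upon 320nm excitation.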
TRPV1 ag: human TRPV1 agonism; activation, % at 8.33 µM; AID 540275; 0.19% of 320,000 active; TRPV1-expressing cells, Fluo-8 calcium influx, agonist mode; in the data active = activation above about 80%; inconclusive = between about 30% and that limit; note: 0% is about no effect
Target sequence (Q8NER1 whole entry, looked up): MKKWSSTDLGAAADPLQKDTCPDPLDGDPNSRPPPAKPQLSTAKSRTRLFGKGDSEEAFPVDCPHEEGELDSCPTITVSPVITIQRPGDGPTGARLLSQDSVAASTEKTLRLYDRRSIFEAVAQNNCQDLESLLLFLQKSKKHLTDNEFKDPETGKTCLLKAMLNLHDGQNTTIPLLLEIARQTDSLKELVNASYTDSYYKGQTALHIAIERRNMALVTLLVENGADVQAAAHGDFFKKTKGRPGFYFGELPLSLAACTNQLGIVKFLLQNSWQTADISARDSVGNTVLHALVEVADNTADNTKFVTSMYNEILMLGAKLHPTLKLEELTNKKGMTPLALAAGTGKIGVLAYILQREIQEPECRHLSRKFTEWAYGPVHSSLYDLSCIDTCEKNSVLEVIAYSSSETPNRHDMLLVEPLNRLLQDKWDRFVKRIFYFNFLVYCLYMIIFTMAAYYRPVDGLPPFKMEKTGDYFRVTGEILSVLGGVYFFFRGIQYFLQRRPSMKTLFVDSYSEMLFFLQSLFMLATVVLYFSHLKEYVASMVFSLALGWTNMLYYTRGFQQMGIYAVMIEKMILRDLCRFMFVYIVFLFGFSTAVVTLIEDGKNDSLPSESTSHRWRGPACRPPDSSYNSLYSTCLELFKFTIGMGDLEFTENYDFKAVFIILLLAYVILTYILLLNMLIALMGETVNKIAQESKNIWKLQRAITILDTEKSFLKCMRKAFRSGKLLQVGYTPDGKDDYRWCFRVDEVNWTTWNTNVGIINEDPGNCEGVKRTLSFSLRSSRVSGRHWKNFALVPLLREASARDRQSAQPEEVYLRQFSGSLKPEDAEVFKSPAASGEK
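Fluo-8 calcium influx in TRPV1-expressing cells, kinetic read (ex 480/em 520 nm). Compound added and read 3 min for agonist activity, followed by capsaicin at EC20 final and 2 min further read for enhancement.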
ELG1 repair inh: blocks ELG1-dependent DNA repair in HEK293T cells | HEK293T ELG1-luciferase reporter, luminescence, 16 h; DNA damage induced by 5-fluorouridine | Potency, µM (titrated, usually from 46.1 µM), for inactives: at the highest dose activity change, negative = inhibition, actives largely listed as inhibitors | 2.3% of 330,000 active | AID 504467; note: potency is the fitted concentration of half-maximal effect; % is set by controls: 0 for no effect and ±100 for the full control effect; nearly all actives have a fitted effect of over 55% in size
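DMSO vehicle served as the neutral condition. Each well held 2,000 cells given 5-fluorouridine plus compound; after 16 hr at 37 °C/5% CO2, ONE-Glo was added and luciferase measured 30 min later.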
hERG WT inh: inhibitors of human wildtype KCNH2 potassium channel; Q12809; U2OS, BacMam KCNH2, thallium flux FluxOr; stronger effect = lower value; activity change, % at 1.84 µM; 0.37% of 340,000 active; AID 720551;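 active = maximum activity change below -70%; inconclusive = maximum activity change between -70% and -50%; inactive = maximum activity change above -50%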; note: % is set by controls: 0 for no effect and ±100 for the full control effect
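U2OS cells were transduced with wild-type KCNH2 virus (2.03 x 10^8 / mL) for 4 h at room temperature, then cultured overnight at 37 C. Thallium flux was read with FluxOr dye. Rate constants were normalized to DMSO controls.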
AT treatment: candidate therapy for ataxia-telangiectasia; […] A-T fibroblasts, KAP-1 phosphorylation AlphaLISA; neocarzinostatin DNA damage 30 min before lysis; Potency, µM (highest dose often 57.5 µM), for inactives: at the highest dose activation, hits mostly activators; 0.19% of 320,000 active; AID 485349; note: potency is the fitted concentration of half-maximal effect; % of control where 0% means no effect; nearly all actives have a fitted effect of over 45% in size
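ATM-like activity read as KAP-1 phosphorylation via AlphaLISA donor/acceptor antibody pairs after lysis and 6 hr at 25C. Cells were ATM-null patient fibroblasts ([…], hTERT), dosed 60 min, then exposed to the DSB inducer NCS for 30 min.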
USP2a block: inhibitors of human ubiquitin-specific protease USP2a. USP2 core, Ub-CHOP2 coupled fluorogenic reporter, 485/531. Potency, µM (doses to about 38.3 µM), without a hit: top-dose activity change, negative = inhibition, actives largely listed as inhibitors. 0.01% of 330,000 active. AID 463254;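 note: potency is the fitted concentration of half-maximal effect; plate controls were DMSO wells for no effect and full inhibition by NEM control for full effect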
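Cell-free coupled assay: 10nM USP2 core preincubated 30min RT with compound in Tris-HCl pH 8.0/CaCl2/CHAPS buffer, then 25nM Ub-CHOP2 and 25nM reporter substrate; fluorescence (Ex 485/Em 531) read after 60min RT, normalized to NEM inhibition, concentration-response curves fitted.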
An asterisk follows results filed as active; [ ] = remark or other dose. Unless noted, calls come from the whole dose curve; as a rule, active = well fitted curve in the direction sought with a large enough effect; inconclusive = small, poorly fitted or top-dose-only effect, or another doubt; inactive = no such curve, though single readings can be large; an effect the other way counts as inactive or inconclusive. The list is partial, so the mix of outcomes need not match the whole.

Screening COc1ccccc1CN(C)C(=O)c1cccc(S(=O)(=O)N2CCCc3ccccc32)c1 returned Eya2 phos inh 1%, Mito fusion act 17%, KCNH2 3.1 inh -4, TSHR antag -16, TCR act -3%, TRPV1 ag 9, ELG1 repair inh inconclusive, hERG WT inh -3, AT treatment 6% and USP2a block 3%.
For Cc1cc(/C=C(\C#N)C(=O)NCc2ccco2)c(C)n1C1CCCC1 the results were Eya2 phos inh -12%, Mito fusion act 9%, KCNH2 3.1 inh -10, TSHR antag -10, TCR act 1%, TRPV1 ag 14, ELG1 repair inh inconclusive, hERG WT inh 8, AT treatment 0% and USP2a block 1%.
`CCCCCCCOC(=O)c1nc(Cl)c(Cl)c(N)c1Cl` gave Eya2 phos inh -5%, Mito fusion act 21%, KCNH2 3.1 inh -1, TSHR antag -12, TCR act 1%[46.1 µM], TRPV1 ag 2, ELG1 repair inh 10%, hERG WT inh -4, AT treatment inconclusive and USP2a block 0%.
`COC(=O)c1ccc(NC(=O)CSc2nnc(COc3ccc4c(c3)CCCC4)o2)cc1` gave Eya2 phos inh 22%, Mito fusion act 3%, KCNH2 3.1 inh 6, TSHR antag 21, TCR act 6%, TRPV1 ag -4, ELG1 repair inh 17%, hERG WT inh -1, AT treatment 10% and USP2a block 1%.
For CCn1nc(C)c(CNC(=O)CC2C(=O)NCCN2CC(C)(C)C)c1C (stereo not drawn) the results were Eya2 phos inh -13%, Mito fusion act -7%, KCNH2 3.1 inh -1, TSHR antag -9, TCR act 2%, TRPV1 ag -1, ELG1 repair inh 4%, hERG WT inh 4, AT treatment -6%[11.5 µM] and USP2a block 1%.
O=C(Nc1ccnn1C1CCN(CC2CC=CCC2)CC1)c1ccccc1Cl (stereo not drawn) was read as Eya2 phos inh 9%, Mito fusion act 0%, KCNH2 3.1 inh -79*, TSHR antag -6, TCR act 1%, TRPV1 ag 1, ELG1 repair inh 16%, hERG WT inh 23, AT treatment -1% and USP2a block 1%.
`NCCCCCc1cn([C@@H](CO)C(=O)NCCCCCCCCCCC(=O)N2CCNCC2)nn1` gave Eya2 phos inh 0%, Mito fusion act -6%, KCNH2 3.1 inh 14, TSHR antag 15, TCR act -3%, TRPV1 ag -1, ELG1 repair inh 0%, hERG WT inh 9, AT treatment -8% and USP2a block 0%.
Screening CCOC(=O)c1cc(CC)sc1/N=C/C1=C(O)CCCC1=O returned Eya2 phos inh -4%, Mito fusion act 1%, KCNH2 3.1 inh 19, TSHR antag -3, TCR act 4%[46.1 µM], TRPV1 ag 11, ELG1 repair inh -2%, hERG WT inh 5, AT treatment 1% and USP2a block 1%.
Cc1ccc(S(=O)(=O)N2CCN(C(=O)C3CCCC3)CC2)cc1C was read as Eya2 phos inh -1%, Mito fusion act 10%, KCNH2 3.1 inh 3, TSHR antag -6, TCR act 1%, TRPV1 ag 12, ELG1 repair inh -1%, hERG WT inh 0, AT treatment 6% and USP2a block -2%.
For CC1CCCN(C(=O)C2CCN(c3nc(-c4ccccc4)nc4c3CCC4)CC2)C1 (stereo not drawn) the results were Eya2 phos inh -27%, Mito fusion act -4%, KCNH2 3.1 inh -5, TSHR antag 17, TCR act 10%, TRPV1 ag 18, ELG1 repair inh -24%, hERG WT inh 8, AT treatment 8% and USP2a block -1%.
Screening Cc1onc(-c2c(Cl)cccc2Cl)c1C(=O)NN1CCCCCC1 returned Eya2 phos inh 16%, Mito fusion act 4%, KCNH2 3.1 inh 5, TSHR antag 1, TCR act -4%, TRPV1 ag 3, ELG1 repair inh inconclusive, hERG WT inh 1, AT treatment -2% and USP2a block 9%.
For O=C(COC(=O)c1ccc2c(c1)OCO2)Nc1cccc(F)c1 the results were Eya2 phos inh -3%, Mito fusion act 10%, KCNH2 3.1 inh -26, TSHR antag -17, TCR act -6%, TRPV1 ag 28, ELG1 repair inh 1%, hERG WT inh 15, AT treatment 9% and USP2a block 0%.

Some of these compounds in order of number of heavy atoms, largest number first.
`COC(=O)c1ccc(NC(=O)CSc2nnc(COc3ccc4c(c3)CCCC4)o2)cc1` gave Eya2 phos inh 22%, Mito fusion act 3%, KCNH2 3.1 inh 6, TSHR antag 21, TCR act 6%, TRPV1 ag -4, ELG1 repair inh 17%, hERG WT inh -1, AT treatment 10% and USP2a block 1%.
O=C(Nc1ccnn1C1CCN(CC2CC=CCC2)CC1)c1ccccc1Cl (stereo not drawn) was read as Eya2 phos inh 9%, Mito fusion act 0%, KCNH2 3.1 inh -79*, TSHR antag -6, TCR act 1%, TRPV1 ag 1, ELG1 repair inh 16%, hERG WT inh 23, AT treatment -1% and USP2a block 1%.
Screening Cc1onc(-c2c(Cl)cccc2Cl)c1C(=O)NN1CCCCCC1 returned Eya2 phos inh 16%, Mito fusion act 4%, KCNH2 3.1 inh 5, TSHR antag 1, TCR act -4%, TRPV1 ag 3, ELG1 repair inh inconclusive, hERG WT inh 1, AT treatment -2% and USP2a block 9%.
For O=C(COC(=O)c1ccc2c(c1)OCO2)Nc1cccc(F)c1 the results were Eya2 phos inh -3%, Mito fusion act 10%, KCNH2 3.1 inh -26, TSHR antag -17, TCR act -6%, TRPV1 ag 28, ELG1 repair inh 1%, hERG WT inh 15, AT treatment 9% and USP2a block 0%.
`CCCCCCCOC(=O)c1nc(Cl)c(Cl)c(N)c1Cl` gave Eya2 phos inh -5%, Mito fusion act 21%, KCNH2 3.1 inh -1, TSHR antag -12, TCR act 1%[46.1 µM], TRPV1 ag 2, ELG1 repair inh 10%, hERG WT inh -4, AT treatment inconclusive and USP2a block 0%.

(cont.)
Screening Cc1ccc(NC(=S)N/N=C/c2c(C)nn(-c3ccccc3)c2N2CCCC2)cc1 returned Eya2 phos inh -5%, Mito fusion act 1%, KCNH2 3.1 inh -7, TSHR antag 32, TCR act 1%[46.1 µM], TRPV1 ag -2, ELG1 repair inh 25%, hERG WT inh -3, AT treatment 8% and USP2a block 0%.
`CC1=CC2CC1C1C(=O)N(c3ccc(S(=O)(=O)Nc4nc(C)cc(C)n4)cc3)C(=O)C21` (stereo not drawn) gave Eya2 phos inh 0%, Mito fusion act -20%, KCNH2 3.1 inh 12, TSHR antag -8, TCR act -5%[46.1 µM], TRPV1 ag -2, ELG1 repair inh 3%, hERG WT inh -2, AT treatment 1% and USP2a block 1%.
CS(=O)(=O)Nc1ccc(C2=NN(S(C)(=O)=O)C(c3ccc4nccnc4c3)C2)cc1 (stereo not drawn) was read as Eya2 phos inh 4%, Mito fusion act -5%, KCNH2 3.1 inh -2, TSHR antag -8, TCR act -2%, TRPV1 ag 0, ELG1 repair inh inconclusive, hERG WT inh 5, AT treatment 2% and USP2a block 0%.
`CN(Cc1ccc(Cl)c(Cl)c1)C(=O)C1=CC=CN2CCS(=O)(=O)N=C12` gave Eya2 phos inh -9%, Mito fusion act -4%, KCNH2 3.1 inh 3, TSHR antag 1, TRPV1 ag -4, ELG1 repair inh -1%, hERG WT inh -33, AT treatment -5% and USP2a block -1%.
For O=S(=O)(NCCc1ccc(F)cc1)c1cccc2cccnc12 the results were Eya2 phos inh -6%, Mito fusion act 6%, KCNH2 3.1 inh 2, TSHR antag -4, TCR act 0%, TRPV1 ag 1, ELG1 repair inh -4%, hERG WT inh -2, AT treatment 5% and USP2a block -2%.
`COc1ccccc1CNC(=O)c1cccc(S(=O)(=O)N2CCCC2)c1` gave Eya2 phos inh 27%, Mito fusion act -1%, KCNH2 3.1 inh 19, TSHR antag 3, TCR act 0%, TRPV1 ag 4, ELG1 repair inh -2%, hERG WT inh -9, AT treatment -11% and USP2a block 1%.
CCc1ccc(NS(=O)(=O)c2c(C(=O)N3CCOCC3)c(C)n(C)c2C)cc1 was read as Eya2 phos inh -11%, Mito fusion act 5%, KCNH2 3.1 inh 31, TSHR antag 2, TCR act -3%, TRPV1 ag 21, ELG1 repair inh 24%, hERG WT inh -12, AT treatment -4% and USP2a block 1%.
Screening CCOC(=O)C(NC(=O)c1cccc(Cl)c1)(OCc1ccc(F)cc1)C(F)(F)F (stereo not drawn) returned Eya2 phos inh -18%, Mito fusion act inconclusive, KCNH2 3.1 inh -1, TSHR antag 10, TCR act 9%[46.1 µM], TRPV1 ag -10, ELG1 repair inh inconclusive, hERG WT inh 4, AT treatment 0% and USP2a block -9%.

Screens as filed in PubChem.
